# From PubChem
# B2AR arrestin = agonists driving beta-arrestin recruitment to human beta2-adrenergic receptor | beta-arrestin recruitment to beta2AR, cell-based reporter | P07550 | hit rate 0.02% among 330,000 | Potency, µM (doses to about 46.1 µM), inactives show top-dose activation, hits mostly activators;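 further: potency means the concentration at half of the fitted maximal effect; 0% = DMSO controls and full agonism = EC100 isoproterenol or metaproterenol; nearly all actives have a fitted effect of over 65% in size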
# Integrin act MD = activates integrin-mediated alleviation for muscular dystrophy; alpha7betagal myoblasts, beta-gal FDG fluorescence, 48 h; Potency, µM (top dose mostly 38.3 µM), for the others: at the highest dose activation, hits mostly activators; hit rate 0.064% among 350,000; AID 624291;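 further: potency means the concentration at half of the fitted maximal effect; 100% = response of the positive control SU9516; nearly all actives have a fitted effect of over 60% in size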
#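 Alpha7betagal+/- myoblasts (passage 13) were plated 16-24 hr, then exposed to compounds (1:260 dilution of DMSO stock) for 48 hours at 37C. After MPER lysis, β-galactosidase reporter activity was read as FDG fluorescence (ex 480/em 540) after 30 minutes.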
# BCR signal inh = chronic active BCR signaling inhibition; Potency, µM (doses to about 46.1 µM), inactives show top-dose ratio change, negative = lower green/red ratio, usual class: inhibitors; hit rate 0.05% among 340,000; ABC-DLBCL IkBa-CBG/CBR reporter, luminescence ratio, 4 h; active means well fitted inhibition curve with a large enough effect in the signal ratio, with a control signal flat, not every such curve was filed as active; inconclusive means small, poorly fitted or top-dose-only effect, or effect the other way, or a change in a side signal; the % refers to the signal ratio;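 further: potency means the concentration at half of the fitted maximal effect; plate controls were basal doxycycline-induced cells for no effect and cells given 10 µM MG132 for full effect; MG132 reads +100%, hits lower the ratio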
#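 TMD8 ABC-DLBCL cells carrying doxycycline-inducible green luciferase fused to IkappaBalpha plus unfused red luciferase were exposed to compounds (up to 46 uM) for 4 hrs at 37C. Activity came from the overlap-corrected green/red luminescence ratio.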
# S-ASM inh = human S-ASM enzyme inhibition | placental ASM, HMU-PC fluorogenic substrate, 60 min | P17405 | Potency, µM (series often up to 57.5 µM), for the others: at the highest dose activity change, negative = inhibition, actives largely listed as inhibitors | hit rate 0.006% among 340,000 | AID 504937; further: potency means the concentration at half of the fitted maximal effect
#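 Fluorogenic HMU-PC substrate (9 uM final) is turned over by placental ASM in 60 min at 37 C after a 10 min compound preincubation. Reaction ended by alkaline stop (pH 10), with fluorescence read at 386/447 nm.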
# Menin MLL FP TR = menin-MLL binding inhibition, Texas Red mutant peptide; O00255; Menin + Texas Red MLL mutant peptide, fluorescence polarization; Potency, µM (series often up to 61.6 µM), without a hit: top-dose FP activity change, negative = inhibition, usual class: inhibitors; hit rate 0.23% among 270,000; AID 1768; active means well fitted inhibition curve with a large enough effect in the polarisation, with a control signal flat, not every such curve was filed as active; inconclusive means small, poorly fitted or top-dose-only effect, or effect the other way, or a change in a side signal; inactive means no such curve, though single readings can be large or run the other way; the % refers to the polarisation; further: potency means the concentration at half of the fitted maximal effect; % of control where 0% means no effect; many of its hits are not listed in these tables
# Target sequence (O00255 whole entry, looked up): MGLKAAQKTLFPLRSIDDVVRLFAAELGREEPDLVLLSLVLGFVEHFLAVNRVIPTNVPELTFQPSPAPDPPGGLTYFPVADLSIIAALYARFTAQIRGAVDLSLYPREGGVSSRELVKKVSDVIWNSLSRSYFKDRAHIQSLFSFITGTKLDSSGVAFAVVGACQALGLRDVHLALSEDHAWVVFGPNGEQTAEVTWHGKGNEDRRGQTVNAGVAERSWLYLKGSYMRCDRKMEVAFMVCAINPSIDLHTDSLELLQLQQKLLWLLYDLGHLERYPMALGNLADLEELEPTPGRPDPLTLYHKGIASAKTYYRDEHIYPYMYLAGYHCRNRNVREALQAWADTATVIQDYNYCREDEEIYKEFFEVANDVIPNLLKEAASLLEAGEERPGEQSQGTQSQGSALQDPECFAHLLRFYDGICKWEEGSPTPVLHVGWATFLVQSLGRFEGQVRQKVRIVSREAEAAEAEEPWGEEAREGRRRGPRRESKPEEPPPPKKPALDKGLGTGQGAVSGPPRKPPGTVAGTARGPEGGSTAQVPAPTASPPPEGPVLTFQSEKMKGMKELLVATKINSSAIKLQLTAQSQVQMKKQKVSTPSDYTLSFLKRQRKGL
# GALK inh = blocks human galactokinase activity; P51570; Purified GALK, Kinase-Glo residual ATP luminescence; Potency, µM (doses to about 57.5 µM), inactives show at the top dose activity change, negative = inhibition, actives largely listed as inhibitors; hit rate 0.007% among 270,000; further: potency means the concentration at half of the fitted maximal effect; on the % scale 0 is the no-effect control and ±100 the full control effect
#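 Galactose (100 uM) and ATP (35 uM) were turned over by 5 nM GALK for 1 h at RT. Kinase-Glo Plus then converted the remaining ATP into a luminescent signal.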
# PKM2 activator = increases activity of human pyruvate kinase M2. P14618. purified PKM2, Kinase-Glo ATP luminescence, activation; response scale: 0% is enzyme alone, no compound. Potency, µM (highest dose often 57.5 µM), inactives show at the highest dose activation, hits mostly activators. hit rate 0.34% among 260,000. AID 1631; further: potency means the concentration at half of the fitted maximal effect; on the % scale 0 is the no-effect control and ±100 the full control effect; nearly all actives have a fitted effect of over 55% in size
#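 Purified hPK-M2 (>95% pure) converted ADP (0.1 mM final) to ATP with 0.5 mM PEP in 50 mM imidazole pH7.2, KCl, MgCl2, Tween 20, BSA; 1 h at room temperature. ATP detected by Kinase-Glo luminescence.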
# Tb PFK inh = inhibitors of T. brucei phosphofructokinase; O15648; T. brucei PFK, ADP-Glo luminescence; Potency, µM (titrated, usually from 57.5 µM), for inactives: top-dose activity, negative = inhibition, actives largely listed as inhibitors; hit rate 0.17% among 330,000; AID 485367;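 further: potency means the concentration at half of the fitted maximal effect; 0% = uninhibited 1x PFK enzyme wells and -100% = no-enzyme wells; nearly all actives have a fitted effect of over 60% in size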
#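 ADP-Glo luminescence quantified ADP after 45 min at room temperature, with 1.25 nM T. brucei PFK, 0.1 mM ATP and 0.5 mM fructose-6-phosphate in pH 8.0 TEA buffer. qHTS titrations up to 57 µM; curves classified by quality.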
# Giardia killer = kills Giardia lamblia; activity change, % at 7.66 µM, hits read low; AID 540267; Giardia lamblia trophozoite viability; hit rate 0.15% among 340,000; in the data active means activity change below about -80%; inconclusive means between about -30% and that limit;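 further: parasites exposed to compound for two days anaerobically before the ATP read; on the % scale 0 is the no-effect control and ±100 the full control effect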
#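 Compounds were tested on trophozoites seeded at 100 cells/well and held 48 hrs at 37 deg C anaerobically. An ATP-based luminescent kit measured the remaining live cells.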
# Coupling enz = coupling enzyme interference in Giardia aldolase counter-screen; coupling enzyme system counterscreen, AmpLite Red fluorescence; activity change, negative = inhibition, % at 58.2 µM, hits read low; AID 2472; hit rate 0.67% among 290,000; in the data active means activity change below about -30%; further: on the % scale 0 is the no-effect control and ±100 the full control effect
#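 Final compound at 57.5 uM, incubated 10 min at RT with coupling enzyme reagent (glyceraldehyde-3-phosphate), then 20 min with substrate and AmpLite Red detection. Fluorescence read at 525/598 nm; tests interference with the coupling assay, not aldolase inhibition.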
# PTAP TSG101 blk = blocks PTAP/TSG101 interaction to inhibit HIV-1 budding. Q99816. Fluorescence polarization, FITC-PTAP peptide / Tsg101 binding. Potency, µM (highest dose often 115 µM), without a hit: top-dose activity change, negative = inhibition, hits mostly inhibitors. 340,000 tested, under 10 active. AID 493005; active means well fitted inhibition curve with a large enough effect in the main read-out, with a control signal flat, not every such curve was filed as active; inconclusive means small, poorly fitted or top-dose-only effect, or effect the other way, or a change in a side signal; inactive means no such curve, though single readings can be large or run the other way; further: potency means the concentration at half of the fitted maximal effect; % of control where 0% means no effect
# Target sequence (Q99816 whole entry, looked up): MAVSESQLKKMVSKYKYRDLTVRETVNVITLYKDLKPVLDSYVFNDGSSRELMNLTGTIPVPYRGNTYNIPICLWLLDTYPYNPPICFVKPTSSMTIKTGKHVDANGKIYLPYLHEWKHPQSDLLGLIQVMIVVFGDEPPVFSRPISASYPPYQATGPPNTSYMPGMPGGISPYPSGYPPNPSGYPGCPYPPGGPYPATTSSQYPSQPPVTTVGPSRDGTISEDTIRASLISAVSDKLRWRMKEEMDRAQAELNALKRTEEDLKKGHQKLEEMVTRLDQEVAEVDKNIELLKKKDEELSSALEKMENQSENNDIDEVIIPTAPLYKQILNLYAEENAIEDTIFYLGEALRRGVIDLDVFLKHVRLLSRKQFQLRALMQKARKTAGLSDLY
#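 FP read-out: FITC-PTAP peptide, 50 nM final, binding Tsg101 binding domain, 10 uM final; 20 min, r.t.; 10 mM HEPES pH 7.5, 0.15 M NaCl, 0.01% Tween 20, 3 mM EDTA, 0.1 mM TCEP.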
# Numbers without * were called inactive; ? = inconclusive; / = no result given; [ ] = another dose, or the depositor's remark. Unless noted, the call rests on the fitted dose curve; in most records, active means well fitted curve in the direction sought with a large enough effect; inconclusive means small, poorly fitted or top-dose-only effect, or another doubt; inactive means no such curve, though single readings can be large; an effect the other way counts as inactive or inconclusive. An excerpt (hit frequency here may not be typical).
SMILES,B2AR arrestin,Integrin act MD,BCR signal inh,S-ASM inh,Menin MLL FP TR,GALK inh,PKM2 activator,Tb PFK inh,Giardia killer,Coupling enz,PTAP TSG101 blk
O=C(COC(=O)c1ccc([N+](=O)[O-])s1)Nc1cccc(S(=O)(=O)NC2=NCCCCC2)c1,-0.2%,-14%,1%,-2%,/,-1%,14%,-6%,4,1,-4%
CCCOc1ccc(C(=O)Nc2cc(S(=O)(=O)N3CCOCC3)ccc2N2CCOCC2)cc1,-0.1%,9%,8%,-4%,/,/,/,-3%,8,/,-3%
CCC(=O)Nn1cnc2c(c1=O)C1(CCCCC1)Cc1ccccc1-2,0.2%,-2%,0%,-1%,/,-2%,-7%,3%,25,0,-2%
CN(Cc1cn(C)nc1-c1ccccc1F)C1CCOC1 (centres undefined),-0.4%,-17%,-1%,-1%,11%,7%,-1%,3%,-19,0,-3%
COc1ccc(CCNC(=O)c2cccc(S(=O)(=O)N3CCCC3)c2)cc1OC,0.0%,-5%,-1%,5%,/,/,/,-2%,9,/,-2%
Cc1ccc(CSc2nnc([C@@H]3CCCN3C(=O)OC(C)(C)C)o2)cc1,-1.0%,3%,0%,-1%,/,-2%,1%,7%,30,4,2%
O=[N+]([O-])c1ccc(NC(=S)NCCc2ccccc2)cc1,-0.3%,-73%[inhibitor],?,-5%,?,1%,0%,-11%,-8,3,1%
O=c1cnn(-c2ccc(Cl)cc2Cl)c(-c2ccccc2)c1,0.0%,21%,?,-6%,19%,3%,8%,1%,-15,1,0%
COc1ccc(C)c(NC(=O)NCCc2cnc[nH]2)c1,3.2%,11%,1%,-1%,14%,-2%,-8%[11.5 µM],-8%,30,1,-5%
O=c1nc(N2CCCC2)nc(Nc2ccccc2)[nH]1,0.0%,2%,11%,0%,-1%,-1%,-6%,3%,4,-2,3%
O=C(NCC1CCN(Cc2cccc(Cl)c2)CC1)C1CCCN(c2ncnc3c2nc2n3CCCCC2)C1 (centres undefined),0.3%,-39%,-4%,0%,-8%,6%,0%[0.46 µM],-11%,6,0,0%
CCOC(=O)C1=C(C)NC2=C(C(=O)C(C(=O)OCC)C(c3ccccc3OC)C2)C1c1ccccn1 (centres undefined),-0.9%,-7%,?,/,13%,-2%,0%,8%[0.46 µM],-21,1,-9%
O=C(NCc1ccc(F)cc1)c1cccc2c1C(=O)c1ccc(N3CCC(Cc4ccccc4)CC3)cc1S2(=O)=O,0.0%,-11%,?,-5%,/,/,/,0%,1,/,?
Cc1ccc(CN2C(=O)C3CCCN3c3ccc(C#N)cc32)cc1 (centres undefined),0.2%,/,-1%,/,3%,0%,4%,1%,/,1,/
C=CCn1c(=NC(=O)c2cccs2)sc2cccc(OC)c21,-1.1%,-10%,?,75%[activator],/,0%,-2%,5%,-14,-1,-2%
Cc1ccc2cccc(OCC(=O)NCCC3=CCCCC3)c2n1,0.0%,-17%,0%,-2%,/,/,/,12%,-12,/,-1%
Cc1ccccc1OCC(=O)NNC(=O)C1CCCCC1C(=O)O (centres undefined),-0.2%,-16%,3%,2%,10%,/,-13%,3%,-11,-1,-4%
COc1ccc(CCNC(=O)COC(=O)/C=C/c2cc(OC)c(OC)c(OC)c2)cc1OC,0.3%,20%,-23%,1%,-7%,10%,-1%,-2%,8,3,-3%
CCC(c1ccccc1)c1nnc(NC(=O)c2ccco2)s1 (centres undefined),-1.0%,0%,15%,4%,/,/,-7%,1%,2,1,1%
Cc1ccc(NC(=O)CCC(=O)NNC(=O)NC2CCCCC2)c(C)c1,-0.5%,-23%,-1%,0%,-4%,-2%,12%,0%,24,4,-4%
COCC(=O)N/N=C(\C)CC(=O)Nc1ccccc1C(N)=O,-0.5%,5%,?,2%,-4%,4%,-1%,3%,-9,1,1%
COc1ccc(CNC(=O)CCCn2nc(C)c([N+](=O)[O-])c2C)cc1OC,0.5%,-18%,2%,1%,-18%,1%,2%,1%,0,2,0%
COCCCNC(=S)N1CCN(Cc2ccc3c(c2)OCO3)CC1,-0.1%,-7%,-27%,4%,14%,11%,0%,5%,1,1,-3%
CCN(CC)S(=O)(=O)c1ccc(C)c(NC(=O)CNc2cccc(S(=O)(=O)N3CCOCC3)c2)c1,-0.8%,6%,0%,-1%,/,/,/,-1%,18,/,-1%
CCOC(=O)c1nnn(-c2ccccc2)c1C,-1.5%,15%,-5%,3%,22%,0%,5%,-2%,25,4,-5%
CCNc1nc(-c2cc3ccccc3o2)cs1,?,16%,?,1%,5%,-1%,0%,8%,-4,0,0%
COc1ccc(-c2noc(-c3ccccc3C(=O)Nc3cccnc3)n2)cc1OC,0.2%,-18%,3%,-8%,6%,1%,3%,-1%,26,-10,-8%
Cc1ccc2[nH]c(CNC(=O)c3ccccc3F)cc2c1,-0.2%,11%,-5%,-2%,25%,0%,3%[11.5 µM],-5%,27,-2,-1%
COc1cccc(Nc2nnc(SCC(=O)N3CC(=O)Nc4ccccc43)s2)c1,0.4%,-30%,3%,-3%,/,-1%,-5%,-4%,-3,0,-3%
COc1ccc(C)cc1NC(=O)c1cc2ccccc2cc1OCC(=O)NCc1ccco1,0.5%,-33%,?,87%,-11%,0%,-4%,6%,-16,1,-2%
Cc1cc(=O)oc2cc(NC(=O)C3CCCC3)ccc12,0.4%,0%,?,146%[activator],-7%,3%,12%,1%,15,2,-4%
Cc1nc2cc(NC(=O)NC(C)(C)C)ccc2n1C,0.3%,4%,6%,1%,13%,4%,1%,-8%,-1,2,-2%
Cn1c(=O)oc2cc(S(=O)(=O)N3CCCC(C(=O)N4CC=C(c5ccccc5)CC4)C3)ccc21 (centres undefined),-1.1%,/,0%,/,4%[11.7 µM],2%,-11%,0%,/,-3,/
COc1ccc(NS(=O)(=O)c2ccc(O)c(NC(=O)c3ccc(S(=O)(=O)N4CCCCCC4)cc3)c2)cc1,-0.1%,-3%,5%,-4%,?,1%,7%,0%,8,6,3%
Cn1cccc1Cc1nnc(SCC(=O)N2CCc3ccccc32)n1CCc1ccccc1,-0.6%,-12%,9%,-3%,-7%,2%,-1%,1%,-4,-2,-4%
CCn1c(SCC(=O)C(C)(C)C)nnc1-c1ccccn1,-0.2%,-1%,4%,0%,2%,-3%,5%,-1%,-14,5,-1%
CCS(=O)(=O)N1CCN(S(=O)(=O)c2ccccc2[N+](=O)[O-])CC1,0.1%,-32%,0%,0%,23%,-2%,?,4%,-1,4,-2%
CCOC(=O)CN1N=C(/C=C/c2ccc(OCC)cc2)CCC1=O,-0.1%,9%,-4%,-7%,-16%,-1%,-5%,-6%,10,-4,0%
O=C(NCC(c1cccs1)N1CCOCC1)c1cn(-c2ccccc2)nc1-c1ccc(Cl)cc1 (centres undefined),0.4%,22%,18%,/,/,/,/,-5%,9,/,-1%
CC(=O)C1=C(O)C(=O)N(c2cc(C(C)(C)C)on2)C1c1ccc(C(C)C)cc1 (centres undefined),-0.4%,13%,-1%,15%,13%,1%,5%,-10%,-9,7,-12%
CSc1nc2nc3c(cc2c(=O)n1-c1ccc(C)cc1)COC(C)(C)C3,-0.9%,10%,?,17%,/,-1%,-6%,-2%,20,-7,-8%
COc1ccc(C2=NS(=O)(=O)N(C)C(C(=O)N3CCCCC3)=C2)cc1OC,11%,-11%,?,29%,-20%,/,4%,3%,12,2,-10%
Cc1cccc(NC(=O)C2CC(O)CN2C(=O)OCc2ccccc2)c1 (centres undefined),0.2%,14%,-1%,0%,2%,0%,-2%,-8%,7,3,-3%
O=C(COC(=O)c1ccc(O)cc1O)c1ccc(Cl)cc1,0.5%,-6%,4%,0%,/,/,/,7%,4,/,-3%
CCCSc1nc2c(c(=O)n(C)c(=O)n2C)n1Cc1ccc(C)cc1,-0.1%,11%,0%,-17%,-25%,-1%,3%,1%,-2,1,-1%
C=CCN(CC=C)CCCOc1ccc(Br)cc1Cl,-1.1%,-4%,8%,1%,3%,-2%,8%,-2%,7,1,0%
CN(CC(=O)Nc1cccnc1)S(=O)(=O)c1ccc(Br)cc1,-0.3%,3%,3%,1%,/,0%,-1%,-5%,4,/,0%
